Cardio protect: myocardial damage modulation in H9c2 cells. protection from H2O2 cell death, % at 20 µM. actives 0.63% (n = 360,000). H9c2 cardiomyocytes, H2O2 injury protection, ATPLite, 2 h;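 active = compounds giving at least 50% protection of heart cells from peroxide-induced death in the single-dose screen, raw or plate-pattern-corrected value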;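 also: 0% = DMSO wells with peroxide and 100% = DMSO wells without peroxide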
Vif inh: blocks HIV Vif function | HEK293T cells, Vif self-association by quenched fluorescence, imaging, 24 h | inhibition, % at 7.49 µM | actives 0.35% (n = 340,000) | AID 602346; in the data active = inhibition above about 50%, passing the limit was not always enough; inconclusive = no clear call, values can overlap the other calls; inactive = below about 31%; also: some results filed as inactive read as strong as hits
PDI inh: PDI (human) enzyme inhibition; P07237; PDI insulin aggregation turbidity, A650, 90 min; inhibition, % at 10 µM; actives 0.052% (n = 350,000); AID 588391;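 active = mean inhibition across replicates of 30% or more, whatever share of single replicates reach that level; inconclusive = mean inhibition below 30% while every single replicate reaches 30%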;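 also: absorbance from insulin aggregation driven by PDI reduction with DTT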
Target sequence (P07237 whole entry, looked up): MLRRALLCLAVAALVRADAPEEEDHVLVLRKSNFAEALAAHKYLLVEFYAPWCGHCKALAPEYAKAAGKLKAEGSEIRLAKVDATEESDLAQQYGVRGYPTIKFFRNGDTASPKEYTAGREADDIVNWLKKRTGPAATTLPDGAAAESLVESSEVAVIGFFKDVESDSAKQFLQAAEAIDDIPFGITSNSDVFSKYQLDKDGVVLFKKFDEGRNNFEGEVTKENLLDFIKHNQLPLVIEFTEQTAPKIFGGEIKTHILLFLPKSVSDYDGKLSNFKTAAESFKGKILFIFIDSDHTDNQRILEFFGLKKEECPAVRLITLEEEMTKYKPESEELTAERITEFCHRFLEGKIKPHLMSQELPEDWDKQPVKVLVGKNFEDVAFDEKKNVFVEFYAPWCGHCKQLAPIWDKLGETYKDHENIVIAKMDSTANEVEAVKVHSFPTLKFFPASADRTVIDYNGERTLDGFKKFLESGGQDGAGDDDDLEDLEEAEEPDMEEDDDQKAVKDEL
aDG glyco up: increases alpha dystroglycan glycosylation. Pro5-aDG cells, alpha-DG glycosylation AlphaScreen (IIH6); 0% Pro5, 100% B10-LARGE cell signal. actives 0.22% (n = 360,000). activation, % at 10 µM;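 active = activation of at least 8% versus controls, or a plate z-score of at least 8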;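 also: Pro5 are CHO cells carrying HIG-tagged alpha-DG that lacks glycosylation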
iPSC survival up: hiPSC single-cell survival enhancement; ATPlite luminescence; 100% = ROCK inhibitor wells, 0% = DMSO; survival enhancement, % at 20 µM; actives 0.044% (n = 360,000); AID 602274; in the data active = survival enhancement above about 18%;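 also: cells exposed to compounds for 16 hours before the ATP read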
m5-HT2A agonist: activates the mouse 5-HT2A serotonin receptor | CHO-K1 mHTR2A beta-arrestin complementation, luminescence; percent of 30 µM serotonin response | activation, % at 7.6 µM | actives 0.66% (n = 360,000) | AID 624169;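 active = activation above a run cutoff, the mean activation of all tested compounds plus 3 SD, cut at about 14% in these data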;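 also: 0% = plate median of compound wells and 100% = 30 µM serotonin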
Target sequence (P35363 whole entry, looked up): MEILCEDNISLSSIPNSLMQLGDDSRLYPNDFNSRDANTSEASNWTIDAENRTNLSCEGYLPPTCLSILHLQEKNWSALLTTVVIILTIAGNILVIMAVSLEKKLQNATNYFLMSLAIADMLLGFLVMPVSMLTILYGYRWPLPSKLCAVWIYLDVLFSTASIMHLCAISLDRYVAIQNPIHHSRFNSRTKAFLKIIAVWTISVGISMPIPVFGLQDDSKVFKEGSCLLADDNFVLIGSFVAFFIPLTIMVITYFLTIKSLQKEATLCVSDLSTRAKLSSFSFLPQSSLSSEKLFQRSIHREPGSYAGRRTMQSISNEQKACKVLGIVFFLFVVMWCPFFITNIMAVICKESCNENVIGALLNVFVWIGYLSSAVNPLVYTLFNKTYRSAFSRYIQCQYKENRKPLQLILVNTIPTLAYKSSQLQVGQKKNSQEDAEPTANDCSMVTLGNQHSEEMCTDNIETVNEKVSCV
ABCB6 inh MLPCN: human ABCB6 transporter inhibition | Q9NP58 | K562-ABCB6 porphyrin accumulation, flow cytometry, 1 h; active compounds read low | fluorescence ratio to DMSO, % at 10 µM | actives 0.19% (n = 360,000) | AID 602162;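 active = fluorescence ratio to DMSO below 75%, the collection mean minus 3 SD; inconclusive = too few cells collected in the well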;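 also: signal is porphyrin accumulated inside mitochondria; 100% equals median channel fluorescence of DMSO control wells; lower ratio means ABCB6 inhibition with less porphyrin fluorescence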
CaV13 ICDI inh: Disruptors of the CACNA1D IQ motif to Ca2+-dependent inactivation inhibitor domain association, primary screening, Förster resonance energy transfer in intact living …. HEK cells, CFP/YFP FRET ICDI-IQ, plate reader, 10 min; percent FRET-ratio fall versus neutral wells. inhibition, % at 12.3 µM. actives 0.098% (n = 340,000);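 active = mean replicate inhibition of at least 30% and at least 1% of replicates passing that level; inconclusive = only one of the two criteria is met; inactive = neither criterion is met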;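 also: 0% = median of the neutral control wells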
N-glyco inh: blocks N-linked glycosylation in D54 reporter cells; D54 ERlucT glycosylation luciferase reporter, 24 h; percent of 100 nM tunicamycin response; reporter increase, % at 12.5 µM; actives 0.23% (n = 360,000); AID 588692;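 active = mean luciferase reporter signal, scaled so untreated is 0 and the glycosylation-blocking control 100, at or above a set limit in every replicate; inconclusive = mean reaches the limit but not every replicate does; inactive = mean below the limit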;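 also: luciferase carries N-glycosylation sites so blocking glycosylation raises the light; 0% = median of neutral control wells and 100% = median of 100 nM tunicamycin wells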
Exocytosis inh: blocks lytic granule exocytosis | TALL-104 LAMP-1 surface exposure, flow cytometry; cells stimulated with thapsigargin and PMA | inhibition, % at 10 µM | actives 0.66% (n = 360,000);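 active = inhibition above about 55%, limit read from the data; inconclusive = no clear call, values can overlap the other calls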
* marks the source's active call; other numbers are inactive results; ? = inconclusive; . = no result given.

A first look, 5 compounds:
no. | smiles | Cardio protect | Vif inh | PDI inh | aDG glyco up | iPSC survival up
1 | Cc1c(NC(=O)Cc2noc3ccccc23)cccc1[N+](=O)[O-] | 2 | 2 | -5 | -0.2 | 0.2
2 | CC1CCN(S(=O)(=O)c2cc(F)ccc2CN2C(=O)c3cccnc3C2=O)CC1 | -2 | 8 | -2 | -0.1 | -0.7
3 | Cc1cc(=O)n2cc(-c3ccccc3)nc2[nH]1 | -4 | -3 | 1 | -0.2 | -0.9
4 | Cc1ccc(/C(O)=C2\C(=O)C(=O)N(c3cc(C)on3)C2c2cccc(Br)c2)cc1 (stereo unspecified) | 7 | 12 | -2 | -0.1 | -1.0
5 | CCOc1ccccc1C(=S)NC1CCCCC1 | 0 | -4 | 2 | 0.0 | 0.3

no. | m5-HT2A agonist | ABCB6 inh MLPCN | CaV13 ICDI inh | N-glyco inh | Exocytosis inh
1 | 2 | 92 | 6 | 1 | 5
2 | -1 | 106 | -1 | 2 | -18
3 | 4 | 102 | -4 | 3 | 2
4 | 1 | 109 | . | 1 | -2
5 | 4 | 99 | -2 | 0 | 12

This part in full (from the top)
no. | smiles | Cardio protect | Vif inh | PDI inh | aDG glyco up | iPSC survival up
1 | Cc1c(NC(=O)Cc2noc3ccccc23)cccc1[N+](=O)[O-] | 2 | 2 | -5 | -0.2 | 0.2
2 | CC1CCN(S(=O)(=O)c2cc(F)ccc2CN2C(=O)c3cccnc3C2=O)CC1 | -2 | 8 | -2 | -0.1 | -0.7
3 | Cc1cc(=O)n2cc(-c3ccccc3)nc2[nH]1 | -4 | -3 | 1 | -0.2 | -0.9
4 | Cc1ccc(/C(O)=C2\C(=O)C(=O)N(c3cc(C)on3)C2c2cccc(Br)c2)cc1 (stereo unspecified) | 7 | 12 | -2 | -0.1 | -1.0
5 | CCOc1ccccc1C(=S)NC1CCCCC1 | 0 | -4 | 2 | 0.0 | 0.3
6 | N#Cc1c(-c2ccccc2)cc(-c2cccs2)nc1SCC(=O)O | 4 | -3 | 11 | -0.1 | 0.2
7 | CCCSc1ccc([C@@H]2[C@@H]3C(=O)N(CC)C(=O)[C@@H]3[C@]3(C(=O)OC)CCCCN23)cc1OC | -6 | -6 | 2 | 0.1 | 2.9
8 | NS(=O)(=O)c1ccc(NC(=O)COC(=O)CN2C(=O)C3CC=CCC3C2=O)cc1 (stereo unspecified) | 0 | -1 | 15 | -0.2 | 1.3
9 | COc1ccc(S(=O)(=O)N2CCOC2CNC(=O)C(=O)NCc2ccc3c(c2)OCO3)cc1 (stereo unspecified) | -2 | -4 | 1 | 0.0 | -0.1
10 | CC(Sc1nc(N2CCOCC2)c2c(c1C#N)CC(C)(C)OC2)C(=O)Nc1ccccc1 (stereo unspecified) | 12 | -2 | -6 | -0.3 | 3.7
11 | COCCCNC(=O)C[C@H]1C[C@H](C(=O)N2CCOCC2)[C@@]2(CCC3CCCC3)c3[nH]c4cc(-c5ccco5)ccc4c3CCN2C1=O | 2 | -4 | 11 | -0.1 | 0.8
12 | O=C(NCCc1nc2ccccc2[nH]1)/C(=C/c1ccc2c(c1)OCO2)NC(=O)c1ccc(Cl)cc1Cl | 0 | -4 | -1 | -0.2 | 0.0
13 | Cn1c2c(c(=O)n(C)c1=O)C(c1ccccc1Cl)C(C#N)=C(N)O2 (stereo unspecified) | -2 | 11 | 4 | -0.1 | 0.6
14 | CCCCn1c(N)c(N(CCOC)C(=O)c2cc(-c3ccc(OC)c(OC)c3)nc3ccccc23)c(=O)[nH]c1=O | 7 | 4 | 3 | -0.1 | 0.6
15 | CC(C)(O)CCCC(C)(O)c1ccc(C(=O)O)cc1O (stereo unspecified) | -2 | ? | . | 0.0 | 0.1

no. | m5-HT2A agonist | ABCB6 inh MLPCN | CaV13 ICDI inh | N-glyco inh | Exocytosis inh
1 | 2 | 92 | 6 | 1 | 5
2 | -1 | 106 | -1 | 2 | -18
3 | 4 | 102 | -4 | 3 | 2
4 | 1 | 109 | . | 1 | -2
5 | 4 | 99 | -2 | 0 | 12
6 | 3 | 103 | -18 | 2 | -10
7 | 2 | 101 | -11 | -1 | -6
8 | 10 | 99 | -6 | 2 | -1
9 | -5 | 92 | . | -4 | 1
10 | -2 | 92 | -3 | -3 | -2
11 | 15* | 98 | -8 | -4 | -4
12 | -3 | 98 | -5 | -3 | 1
13 | 0 | 103 | -13 | 2 | 0
14 | 9 | 101 | -5 | 1 | 3
15 | 0 | 103 | . | 1 | 9

Additional records.
no. | smiles | Cardio protect | Vif inh | PDI inh | aDG glyco up | iPSC survival up
16 | CC(C)c1nc(NCC2CCCO2)c(C#N)c2c1COC(C)(C)C2 (stereo unspecified) | 4 | -5 | -4 | 1.7 | 0.2
17 | COc1ccc(O)c(/C=N/NC(=S)NCCc2ccccc2)c1 | -2 | 1 | -6 | 0.2 | -0.1
18 | COc1ccccc1OCC(=O)Nc1ccc2c(c1)n(C)c(=O)n2C | 5 | 1 | 5 | -0.1 | -0.6
19 | COC(=O)c1cc2c(C)c(C)c3ccccn3c-2c1C(=O)OC | 62* | 9 | -3 | -0.3 | -2.0
20 | CCc1ccc(NC(=O)Cn2ncc3c4ccccc4n(C)c3c2=O)cc1 | -3 | -12 | -7 | 0.0 | -0.2
21 | O=C(Nc1ccccc1N1CCOCC1)C1=COCCO1 | 0 | 5 | 2 | 0.0 | 0.5
22 | COc1ccc(C(=O)COc2ccc(C)cc2NC(C)=O)cc1 | -7 | 3 | 7 | 0.2 | 0.1
23 | Cc1ccc(C(=O)COC(=O)c2cnccn2)cc1[N+](=O)[O-] | 9 | 15 | -3 | 0.2 | -0.6
24 | CCC(C)NC(=O)Cn1c(=O)sc2ccccc21 (stereo unspecified) | 6 | 4 | 9 | -0.2 | -0.3
25 | COCCNC(=O)c1onc(CSc2ccccc2C)c1C(=O)O | 0 | -4 | 0 | 0.0 | 3.1
26 | Cn1c(=O)[nH]c(=O)c2c1nc(N1CCc3ccccc3C1)n2CCSc1nc2ccccc2s1 | 17 | 3 | -8 | -0.5 | 1.0
27 | CC(C)CC(OC(=O)c1ccco1)C(=O)NC1CCCCC1 (stereo unspecified) | 1 | -2 | 3 | 0.1 | -2.6
28 | CCOC(=O)C1=C(c2ccccc2)NC(=S)NC1c1ccc(C)c([N+](=O)[O-])c1 (stereo unspecified) | 12 | . | 1 | 0.6 | -0.6
29 | N#Cc1cc2cc3c(cc2nc1Cl)OCCO3 | -20 | -3 | 0 | 0.0 | -0.2
30 | COCCNC(=O)C1CCCN(C(=O)c2ccc(SC(F)(F)F)cc2)CC1 (stereo unspecified) | -4 | -4 | -1 | 0.7 | -1.5

no. | m5-HT2A agonist | ABCB6 inh MLPCN | CaV13 ICDI inh | N-glyco inh | Exocytosis inh
16 | -4 | 93 | -3 | 1 | 0
17 | 1 | 86 | -3 | -2 | 33
18 | 2 | 101 | 7 | 1 | 1
19 | 11 | 99 | -6 | 3 | -3
20 | 0 | 95 | -6 | -2 | -3
21 | 4 | 91 | -7 | -1 | 2
22 | -2 | 100 | -4 | -15 | -8
23 | -3 | 99 | -4 | 2 | 0
24 | 2 | 99 | -17 | 0 | -4
25 | -2 | 97 | -12 | 0 | -3
26 | 7 | 94 | -3 | -1 | 12
27 | -5 | 99 | -4 | 2 | 0
28 | -3 | 93 | -5 | 4 | 0
29 | -4 | 99 | -5 | 3 | 0
30 | -5 | 100 | -9 | 1 | -7

Continuation.
no. | smiles | Cardio protect | Vif inh | PDI inh | aDG glyco up | iPSC survival up
31 | O=S(=O)(Cc1cc(Oc2ccccc2)nc(-c2ccccc2)n1)c1ccccc1 | -6 | 1 | 10 | -0.4 | -0.7
32 | COc1ccc(NS(=O)(=O)c2cccc(C(=O)N/N=C/c3c(F)c(F)c(F)c(F)c3F)c2)cc1 | 6 | 13 | 4 | 1.3 | -0.4
33 | O=C(OCc1ccccc1)c1ccc(Br)o1 | -6 | 7 | -11 | -0.1 | 9.9
34 | CCCOc1cc(NCc2ccccc2)c2ncn(C(C)C)c2c1 | -14 | 0 | -8 | 0.2 | -0.8
35 | O=C(COC(=O)c1cccnc1Cl)c1ccc(F)cc1 | -17 | -4 | 0 | -0.3 | 0.4
36 | O=C(NCC(=O)N(CC1CCCO1)C1(C(=O)NC2CCCCC2)CCCCC1)c1ccccc1 (stereo unspecified) | 19 | -1 | 2 | 0.2 | 1.9
37 | CCN(CC)C(=O)CN(c1cc2c(cc1OC)oc1ccccc12)S(=O)(=O)c1ccc(C)cc1 | -14 | 0 | -1 | -0.3 | -3.5
38 | COc1ccc(C)cc1NC(=O)CSc1nnc(COc2ccc(C)cc2)n1Cc1ccco1 | -15 | -8 | 0 | 0.4 | -2.3
39 | COc1ccc(C(=O)N2CCN(S(=O)(=O)N3CCOCC3)CC2)cc1OC | 3 | 6 | -4 | 0.0 | 1.0
40 | CCN(CC)CC(=O)NC1CCCc2c1cnn2-c1cc(F)cc(F)c1 (stereo unspecified) | 10 | 0 | 4 | 0.1 | -0.3
41 | CC(C)(C)c1cc(OS(C)(=O)=O)ccc1O | -10 | 5 | 5 | -0.1 | 1.1
42 | CCC(C(=O)c1ccccc1)P(=O)(NN)c1ccccc1 (stereo unspecified) | 2 | 5 | 3 | 0.0 | -0.4
43 | N#Cc1ccccc1S(=O)(=O)N1CCN(C(=O)CN2CCCC2c2cccs2)CC1 (stereo unspecified) | 1 | -2 | 19 | -0.3 | 2.1
44 | COc1cc(C=NNC(=O)c2ccccc2-n2cccc2)ccc1O | -3 | -5 | 2 | -0.2 | -0.9

no. | m5-HT2A agonist | ABCB6 inh MLPCN | CaV13 ICDI inh | N-glyco inh | Exocytosis inh
31 | -1 | 100 | -4 | -3 | 0
32 | 4 | 92 | -2 | 6 | -2
33 | 4 | . | . | 0 | 0
34 | 1 | 96 | -6 | -7 | 3
35 | 2 | 99 | -7 | -1 | -1
36 | -4 | 100 | -4 | -2 | 3
37 | -5 | 98 | . | -2 | 6
38 | -4 | 91 | -1 | -4 | 10
39 | 2 | 98 | . | 4 | -1
40 | -6 | 97 | -4 | 2 | 0
41 | 1 | 98 | 0 | 0 | 1
42 | 3 | 102 | -5 | 1 | 1
43 | 4 | 87 | -2 | -2 | 6
44 | 14 | 104 | -8 | 1 | 1

One compound at a time, from the list above. Order of screens: Cardio protect	Vif inh	PDI inh	aDG glyco up	iPSC survival up	m5-HT2A agonist	ABCB6 inh MLPCN	CaV13 ICDI inh	N-glyco inh	Exocytosis inh
CCN(CC)C(=O)CN(c1cc2c(cc1OC)oc1ccccc12)S(=O)(=O)c1ccc(C)cc1 is listed as -14	0	-1	-0.3	-3.5	-5	98	.	-2	6
CC(C)CC(OC(=O)c1ccco1)C(=O)NC1CCCCC1 (stereo unspecified) is listed as 1	-2	3	0.1	-2.6	-5	99	-4	2	0

Source: PubChem BioAssay (several laboratories)
